Menin-MLL TR inh: inhibitors of human menin-MLL interaction, mutant MLL peptide; hit rate 0.23% among 270,000; Potency, µM (top dose mostly 61.6 µM), for inactives: at the top dose FP activity change, negative = inhibition, usual class: inhibitors; Menin + Texas Red MLL mutant peptide, fluorescence polarization; active = well fitted inhibition curve with a large enough effect in the polarisation, with a control signal flat, not every such curve was filed as active; inconclusive = small, poorly fitted or top-dose-only effect, or effect the other way, or a change in a side signal; inactive = no such curve, though single readings can be large or run the other way; the % refers to the polarisation; also: potency is read from the fitted curve at half-maximal effect; % of control where 0% means no effect; many of its hits are not listed in these tables
KCNH2 3.1 inh: inhibitors of human KCNH2 3.1 potassium channel isoform. U2OS KCNH2 3.1, thallium flux FluxOr; hits give low values. activity change, % (tested at about 1.8 µM). hit rate 0.95% among 340,000. AID 720553;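 active = maximum activity change below -70%; inconclusive = maximum activity change from -70% to -50%; inactive = maximum activity change above -50%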;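 also: thallium influx rate constant from kinetic fluorescence after stimulation buffer; % is scaled to controls: 0 for no effect and ±100 for the full control effect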
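Measured as rate of thallium-driven FluxOr signal in transduced U2OS cells carrying the 3.1 channel, read kinetically for 2 min upon stimulation; values are rate constants scaled to DMSO control wells.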
NPC1 promoter act: activates the NPC1 promoter | Huh7 NPC1 promoter luciferase reporter, 24 h | Potency, µM (highest dose often 9.22 µM), inactives show at the top dose activation, usual class: activators | hit rate 2.4% among 320,000 | AID 485313;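 also: potency is read from the fitted curve at half-maximal effect; % of control where 0% means no effect; nearly all actives have a fitted effect of over 60% in size; reporter is driven by a mutant NPC1 promoter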
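In 1536-well qHTS, Huh7 cells harboring an NPC1 promoter–luciferase construct received compound for 24 h; activation was quantified by luminescence following luciferase reagent addition.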
MBNL1-CUG inh: blocks human MBNL1 binding to CUG repeat RNA. AID 2675. Potency, µM (highest dose often 57.5 µM), without a hit: at the top dose activity change, negative = inhibition, most hits filed as inhibitors. TR-FRET MBNL1-His/biotin-(CUG)12 binding, 665/545 ratio. hit rate 0.036% among 280,000; active = well fitted inhibition curve with a large enough effect in the signal ratio, with a control signal flat, not every such curve was filed as active; inconclusive = small, poorly fitted or top-dose-only effect, or effect the other way, or a change in a side signal; inactive = no such curve, though single readings can be large or run the other way; the % refers to the signal ratio; also: potency is read from the fitted curve at half-maximal effect; % is scaled to controls: 0 for no effect and ±100 for the full control effect
Target sequence (Q9NR56 whole entry, looked up): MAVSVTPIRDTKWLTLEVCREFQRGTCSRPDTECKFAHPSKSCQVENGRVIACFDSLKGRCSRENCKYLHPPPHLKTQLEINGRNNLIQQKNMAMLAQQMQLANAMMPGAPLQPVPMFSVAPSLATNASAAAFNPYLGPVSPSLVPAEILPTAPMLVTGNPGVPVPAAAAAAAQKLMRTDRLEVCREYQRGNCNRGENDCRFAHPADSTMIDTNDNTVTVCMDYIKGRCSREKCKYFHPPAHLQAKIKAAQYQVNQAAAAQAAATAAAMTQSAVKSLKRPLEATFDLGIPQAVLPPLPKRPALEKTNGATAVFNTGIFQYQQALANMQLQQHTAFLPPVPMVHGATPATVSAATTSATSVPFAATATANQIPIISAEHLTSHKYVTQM
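TR-FRET between His-tagged MBNL1 and biotin-(CUG)12 RNA, detected with Tb anti-His antibody (0.055 ng/ul) and streptavidin-XL665 (5 nM), 60 min at room temperature. Compounds titrated 92 nM to 58 uM; 665/545 nm ratio normalized to buffer and complex controls.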
FLuc counter: firefly luciferase modulation, counter-screen for miR-21 project; purified FLuc, Km substrates, luminescence inhibition; AID 588342; hit rate 6.9% among 360,000; P08659; Potency, µM (series often up to 57.5 µM), for the others: top-dose activity change, negative = inhibition, actives largely listed as inhibitors;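 also: potency is read from the fitted curve at half-maximal effect; plate controls were vehicle for no effect and reference inhibitor for full effect; nearly all actives have a fitted effect of over 55% in size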
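Biochemical qHTS of compounds, final roughly 60 µM downward over six points, against 10 nM purified firefly luciferase using Km concentrations of substrates (10 uM D-luciferin, 10 uM ATP) in Tris acetate pH 7.5 buffer; luminescence output.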
ELG1 repair inh: inhibitors of ELG1-dependent DNA repair in HEK293T cells; HEK293T ELG1-luciferase reporter, luminescence, 16 h; DNA damage induced by 5-fluorouridine; Potency, µM (titrated, usually from 46.1 µM), without a hit: at the top dose activity change, negative = inhibition, most hits filed as inhibitors; hit rate 2.3% among 330,000; AID 504467; also: potency is read from the fitted curve at half-maximal effect; % is scaled to controls: 0 for no effect and ±100 for the full control effect; nearly all actives have a fitted effect of over 55% in size
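Step one: seed 2,000 cells per well. Step two: pin-transfer compound or DMSO alongside 5-fluorouridine. Step three: incubate 16 hr, 37 °C, 5% CO2. Step four: add ONE-Glo, wait 30 min, read luminescence.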
RORg inh: inhibitors of mouse ROR gamma transcriptional activity. P51450. Drosophila S2 Gal4-RORgamma UAS-luciferase reporter, 20 h. Potency, µM (highest dose often 53.6 µM), without a hit: top-dose activity change, negative = inhibition, actives largely listed as inhibitors. hit rate 5.4% among 310,000; also: potency is read from the fitted curve at half-maximal effect; % is scaled to controls: 0 for no effect and ±100 for the full control effect; nearly all actives have a fitted effect of over 60% in size
Target sequence (P51450 whole entry, looked up, the tested form may be a part): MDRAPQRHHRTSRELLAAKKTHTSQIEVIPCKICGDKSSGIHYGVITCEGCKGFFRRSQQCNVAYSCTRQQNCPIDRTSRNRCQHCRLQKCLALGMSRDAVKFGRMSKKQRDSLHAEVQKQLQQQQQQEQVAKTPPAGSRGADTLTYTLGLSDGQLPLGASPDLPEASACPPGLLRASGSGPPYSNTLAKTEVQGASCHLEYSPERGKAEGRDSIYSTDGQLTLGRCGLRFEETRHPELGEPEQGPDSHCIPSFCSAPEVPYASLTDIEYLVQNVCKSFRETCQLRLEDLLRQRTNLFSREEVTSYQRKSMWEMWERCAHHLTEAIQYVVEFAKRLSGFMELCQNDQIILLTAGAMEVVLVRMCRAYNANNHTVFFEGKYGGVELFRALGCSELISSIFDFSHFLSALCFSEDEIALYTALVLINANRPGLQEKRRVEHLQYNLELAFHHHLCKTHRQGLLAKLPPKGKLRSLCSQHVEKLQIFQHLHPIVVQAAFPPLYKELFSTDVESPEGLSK
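Schneider cells (Drosophila), stable Gal4 DBD–ROR gamma + UAS-luc; 1 hr cmpd preincubation; Cu2+ induction 700 uM final; 20 hr ambient; luminescence.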
PKM2 activator: PKM2 (human) enzyme activation. purified PKM2, Kinase-Glo ATP luminescence, activation; response scale: 0% is enzyme alone, no compound. hit rate 0.34% among 260,000. Potency, µM (doses to about 57.5 µM), without a hit: top-dose activation, hits mostly activators. P14618. AID 1631; also: potency is read from the fitted curve at half-maximal effect; % is scaled to controls: 0 for no effect and ±100 for the full control effect; nearly all actives have a fitted effect of over 55% in size
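hPK-M2, >95% pure; 0.1 mM ADP / 0.5 mM PEP final; imidazole pH7.2 buffer w/ 7 mM MgCl2, 50 mM KCl; 1 h RT; Kinase-Glo lum. Intermediate enzyme activity for dual inhibitor/activator qHTS.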
Mito fusion yeast: blocks mitochondrial division or promotes mitochondrial fusion. S. cerevisiae fusion-defective mutant growth rescue, CellTiterGlo 48 h. Potency, µM (top dose mostly 46.1 µM), without a hit: at the top dose growth rescue (activation), actives largely listed as activators. hit rate 0.23% among 320,000. AID 485298;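 also: potency is read from the fitted curve at half-maximal effect; % of control where 0% means no effect; nearly all actives have a fitted effect of over 45% in size; temperature-sensitive fusion mutants such as fzo1-1 at 37 °C on non-fermentable ethanol glycerol medium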
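Luminescent cell viability in 1536-well qHTS format served as the measure of rescued growth in ts fusion-mutant S. cerevisiae cultured on non-fermentable YPEG for 48 hours at 37C.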
VP16 counter: Gal4-VP16 reporter inhibition counter-screen; Drosophila S2 Gal4-VP16 UAS-luciferase, luminescence, 20 h; Potency, µM (highest dose often 53.6 µM), for the others: at the top dose activity, negative = inhibition, most hits filed as inhibitors; hit rate 3.5% among 310,000;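 also: Gal4-VP16 expression switched on by copper sulfate through the metallothionein promoter; potency is read from the fitted curve at half-maximal effect; % is scaled to controls: 0 for no effect and ±100 for the full control effect; nearly all actives have a fitted effect of over 50% in size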
Rab9 promoter act: Rab9 promoter activation; AID 485297; Huh7 Rab9 promoter-luciferase reporter, luminescence, 24 h; hit rate 2.8% among 320,000; Potency, µM (doses to about 9.22 µM), for the others: at the top dose activation, negative = inhibition, most hits filed as activators; also: potency is read from the fitted curve at half-maximal effect; % of control where 0% means no effect; nearly all actives have a fitted effect of over 60% in size
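Stable Rab9-luc Huh7, 1500 cells/well, 2 h settle; cmpd in DMSO, 24 h, 37 °C/5% CO2; luciferase reagent 10 min RT; luminescence.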
Numbers without * were called inactive; ? = inconclusive; . = not tested or not shown; & = joins results of further samples; [ ] = dose if it differs, or a comment. Unless noted, calls follow the shape of the dose curve; as a rule, active = well fitted curve in the direction sought with a large enough effect; inconclusive = small, poorly fitted or top-dose-only effect, or another doubt; inactive = no such curve, though single readings can be large; an effect the other way counts as inactive or inconclusive. Only part of the results is shown; rates above refer to the full screens.

Values run as follows: Menin-MLL TR inh	KCNH2 3.1 inh	NPC1 promoter act	MBNL1-CUG inh	FLuc counter	ELG1 repair inh	RORg inh	PKM2 activator	Mito fusion yeast	VP16 counter	Rab9 promoter act
CCCCN(C)C(=O)C1CCN(Cc2ccccn2)CC1
 : 1.6%	0.7	0.2%	7.7%	-1.8%	-0.9%	2.4%	0.2%	0.6%	-0.4%	-1.2%
Cc1nc2ccc(S(=O)(=O)N(C)CC(=O)NCc3ccc(N(C)C)cc3)cc2s1
 : .	-10.8	-1.3%	-2.0%	-15.4%	-3.8%	13.3%	.	17.1%	13.3%	1.7%
CCOC(=O)c1cc(-c2ccccc2)n(CCC(=O)N2CCN(c3ccc(OC)cc3)CC2)c1C
 : ?	-23.5	1.1%	-9.6%	-2.3%	?	?	0.5%	25.5%	-0.2%	0.7%
COc1ccc(C)cc1NC(=O)C1CCN(S(=O)(=O)c2ccc3c(c2)C(C)(C)C(=O)N3C)CC1
 : 2.7%	0.8	-3.7%	-10.1%	-0.4%	6.1%	1.2%	-3.1%	-6.8%	7.3%	-5.0%
CC(c1n[nH]c(=S)n1-c1ccccc1)N1CCCCC1 (stereo unspecified)
 : -0.3%	3.3	-3.7%	-1.1%	-2.9%	-2.4%	10µM*	0.4%	-7.7%	-9.7%	-5.5%
COc1ccc(/C=C/C(=O)c2ccc(OC)cc2OC)cc1
 : -2.1%&8.1%	3.4	20.3%	-0.9%	12µM*	17.8%	12.7%&37.3%	3.4%	0.1%	-6.4%&6.0%	11.9%
CCCOc1ccc(OCCCCNC(C)CC)cc1 (stereo unspecified)
 : -16.6%	-1.5	-5.4%	1.1%	-0.7%	-0.3%	-25.7%	0.4%	-10.0%	3.3%	-8.4%
Clc1ccccc1C1=CC(c2ccco2)n2nnnc2N1 (stereo unspecified)
 : 3.3%	21.7	-1.2%	-6.8%	-2.1%	-8.6%	-6.9%	0.7%	11.0%	-15.0%	6.0%
O=C(CN1CCN(Cc2ccccc2)CC1)NCC1COc2ccccc2O1 (stereo unspecified)
 : 0.8%	-2.3	-0.6%	0.1%	0.1%	2.2%	7.0%	-7.0%	-3.4%	-2.3%	0.5%
COc1cccc(NC(=O)NC2(C(F)(F)F)Oc3ccccc3O2)c1
 : 9.0%	4.4	-9.9%	2.7%	-5.2%	-12.2%	0.3%	-3.2%	0.6%	-5.9%	-2.5%
CCOC(=O)c1cccc(NC(=O)CCn2c(=O)oc3ccccc32)c1
 : -4.5%	-5.8	1.6%	0.8%	3.1%&4.6%	9.7%	40.7%	6.1%	-4.7%	1.8%	-0.5%
Cn1c(=O)[nH]c(=O)c2c1nc(OC(=O)c1ccccc1)n2CC(O)COc1ccccc1 (stereo unspecified)
 : -1.5%	4.7	-0.8%	-5.7%	-1.0%	-5.4%	0.0%[10 µM]	0.5%	-2.8%	2.2%	-1.7%
CCOC(=O)c1cnc2c(Cl)cc(Cl)cc2c1NCCCN1CCOCC1
 : -17.6%	46.3	-5.7%	3.8%	-19.8%	?	-28.2%	-3.5%	2.2%	-3.7%	0.2%
CC1Sc2ccc(S(=O)(=O)CCC(=O)N3CCc4ccccc43)cc2NC1=O (stereo unspecified)
 : .	-4.4	-2.2%	-2.3%	-1.1%	1.0%	-1.9%	.	2.5%	-2.1%	-6.7%
Cc1cc(C(=O)CN2CCC(C)CC2)c(C)n1-c1ccc(F)cc1
 : -6.7%	-4.8	?	-6.1%	9.53µM*	?	10µM*	-6.1%	3.6%	?	1.41µM*
CCCCCNC(=O)C1CC=CCC1C(=O)O (stereo unspecified)
 : 12.7%	12.9	-0.6%	11.7%	3.2%	4.8%	?	2.7%	-1.5%	-5.2%	0.0%
CCCCNC(=O)c1onc(CSc2ccccc2F)c1C(=O)O
 : 12.0%	4.8	-2.0%	-5.8%	?	-2.1%	9.3%	0.3%	4.1%	-1.6%	-7.8%
O=c1c2[nH]cnc2n(-c2cccc(F)c2)c(=O)n1Cc1ccccc1
 : 6.4%	6.6	1.5%	-1.4%	0.1%	15.5%	20.2%	.	5.8%	3.9%	-1.5%
CC(C)CCn1c2ccccc2c2cc(CC(N)=O)ccc21
 : .	-18.7	-10.6%	-4.6%	1.6%	2.2%	6.2%	3.3%	-11.2%	-15.2%	0.6%
O=C(c1cc(=O)[nH]c2ccccc12)N1CCN(S(=O)(=O)c2ccc(Cl)cc2)CC1
 : .	-8.7	-3.1%	.	1.6%	23.1µM*	.	.	-2.0%	.	-2.0%
CC(=O)c1ccc(N(C(=O)c2ccco2)C(C(=O)NC2CCCC2)c2cccs2)cc1 (stereo unspecified)
 : .	7.7	4.8%	2.2%	?	5.6%	41.5%	.	15.8%	0.7%	-2.4%
COC(=O)/C(C#N)=C/c1c[nH]c2ccccc12
 : 26.2%	-12.0	22.8%	?	?	?	12.4%	-0.6%	23.6%	2.9%	23.1%
Cc1cccc(-c2nc(-c3ccncc3)no2)c1
 : -22.2%	3.5	1.58µM*	-11.8%	3.01µM*	?	?	-28.7%	-0.5%	-26.2%	1.41µM*
Nc1ccc(C(=O)c2ccccc2C(=O)O)cc1Cl
 : -13.7%	-2.8	-5.0%	6.4%	9.0%	?	1.7%	2.5%	5.6%	-6.8%	-0.5%
Cc1cccc(C)c1NC(=O)Cc1cccs1
 : 7.6%	-4.8	1.9%	-0.9%	-0.8%	-4.9%	-3.0%	-1.2%	2.0%	2.4%	4.1%
O=C(Nc1ccc2c(c1)oc1ccccc12)N1CCOCC1
 : 3.7%[11.7 µM]	1.6	3.55µM*	-1.8%	12µM*	?	?	3.1%	3.2%	1.3%	3.55µM*
COc1ccc(CCN(C)C(=O)c2oc3ccccc3c2C)cc1OC
 : .	-3.3	-1.5%	.	2.7%	0.0%	.	.	9.7%	.	6.0%
Cc1ccc(-n2c(SCC(=O)NCc3ccco3)nc3nc4c(cc3c2=O)COC(C)(C)C4)cc1
 : -1.7%	-3.6	0.1%	5.2%	-9.9%	?	1.4%	14.1µM*	-2.2%	-4.1%	0.7%
CCOC(=O)/C=C1\NC(C)(C)Cc2cc(OC)c(O)cc21
 : 2.3%	-6.5	0.2%	?	-10.3%	-7.2%	-16.4%	7.5%	8.0%	-1.6%	-5.9%
O=C(CN1C(=O)C2CC=C(Cl)CC2C1=O)N1CCOCC1 (stereo unspecified)
 : 1.8%	9.1	-7.4%	-8.3%	-6.0%	6.5%	23.8%	-4.9%	1.7%	-21.5%	-2.8%
CCC(=O)Nc1ccc(Cl)c(NC(=O)c2ccc(Br)o2)c1
 : -17.2%	6.2	8.0%	-4.9%	1.8%	-13.0%	?	-2.8%	17.4%	-1.4%	10.0%
Nc1nn2c(C(F)(F)F)cc(=O)[nH]c2c1N=Nc1cccc(F)c1
 : ?	-4.7	0.1%	4.5%	?	-8.8%	10µM*	1.7%	-0.5%	-16.1%	3.5%
COc1cccc(C(=O)NC2CCNCC2)c1
 : 12.4%	5.8	-2.9%	-1.4%	-2.4%	-5.4%	-0.7%	-0.5%	1.6%	3.7%	0.1%
COC(=O)c1ccc(COc2ccc(C)c(C)c2)o1
 : 11.4%	-8.3	1.41µM*	-7.9%	?	?	-2.5%	.	6.8%	2.3%	1.58µM*
O=C(O)c1cccc(S(=O)(=O)N(Cc2ccccc2)c2ccc(Cl)cc2)c1
 : 51.6%[activator]	22.8	-2.9%	-0.3%	3.8%	-0.9%	-9.5%	.	-2.4%	-12.7%	1.9%[1.84 µM]
Cc1ccccc1OCc1nc(-c2ccc(NC(=O)c3cccs3)cc2)no1
 : ?	-25.4	?	47.8%[activator]	12µM*	?	2.2%	5.9%	10.2%	-8.3%	?
COc1ccc(Br)cc1/C=N/n1c(C)nc2ccccc2c1=O
 : 2.5%	1.3	-4.5%	-1.3%	-1.3%	3.4%	17.0%	.	-2.3%	-0.4%	-1.6%
Cc1ccc(N=C2SCCCN2C(=O)C2=COCCO2)cc1Cl
 : .	-9.5	-1.3%	.	0.7%	-1.4%	.	.	2.5%	.	0.2%

Screening results (PubChem)
